# Screening data as filed in PubChem.
# UHRF1 MBD2 ctr: human UHRF1 methylated DNA binding inhibitors. Q96T88. UHRF1 binding to methylated oligo, TR-FRET. inhibition, % at 4.4 µM. 0.75% of 370,000 active; in the data active = inhibition above about 21%;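 note: UHRF1 SRA domain binding a hemimethylated CpG hairpin DNA probe; 0% = median of test compound wells and 100% = reference inhibitor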
# Tn7 DDE FP: inhibitors of Tn7 peptide binding to human fibrin DD(E). P02675. FP displacement of FITC-Tn7 peptide from fibrin DD(E); 0% = median of compound wells per plate. inhibition, % at 8.3 µM. 0.13% of 370,000 active. AID 720508;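 active = inhibition above the mean of compounds falling within the control limits plus 3 SD of them, cut at about 14% in these data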;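 note: 0% = plate median of compound wells and 100% = 10 µM Aha-Tn7 peptide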
# Target sequence (P02675 whole entry, looked up): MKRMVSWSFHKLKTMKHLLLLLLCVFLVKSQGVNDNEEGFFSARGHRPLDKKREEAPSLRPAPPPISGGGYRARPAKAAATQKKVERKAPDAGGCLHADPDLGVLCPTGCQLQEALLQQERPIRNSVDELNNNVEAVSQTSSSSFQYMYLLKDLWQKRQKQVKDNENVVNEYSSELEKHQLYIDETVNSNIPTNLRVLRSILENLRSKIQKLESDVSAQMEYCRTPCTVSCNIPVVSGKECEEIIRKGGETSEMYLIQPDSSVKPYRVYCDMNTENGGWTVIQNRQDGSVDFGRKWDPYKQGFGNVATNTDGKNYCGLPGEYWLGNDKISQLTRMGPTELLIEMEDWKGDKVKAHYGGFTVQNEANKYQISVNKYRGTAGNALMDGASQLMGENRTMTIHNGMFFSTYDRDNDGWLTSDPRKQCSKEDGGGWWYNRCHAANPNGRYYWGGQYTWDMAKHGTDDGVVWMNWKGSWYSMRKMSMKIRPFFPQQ
#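 System: human fibrin DD(E); quantity: Fibrin-DD(E) at 2 µM final; also added: fluorescent Tn7 probe at 0.1 µM; compound dosing: single nominal test concentration of 8.3 µM per compound; schedule: 10 min preincubation, 3 h with tracer, room temperature; detection: fluorescence polarization of the labelled Tn7 tracer; repeats: one replicate per compound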
# MBD2 inh: inhibitors of human MBD2 binding to methylated oligonucleotide | inhibition, % at 4.4 µM | 0.31% of 370,000 active | TR-FRET; in the data active = inhibition above about 13%
# LEDGF integ inh: blocks HIV-1 LEDGF/p75-dependent DNA integration; inhibition, % at 3.7 µM; TR-FRET IN-LEDGF/p75 DNA integration, Eu/Cy5; AID 743269; 0.64% of 370,000 active;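 active = inhibition above the screen-wide mean plus 3 SD, cut at about 13% in these data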;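 note: signal is the Cy5 over europium emission ratio at 671 and 618 nm; 0% = plate median of compound wells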
# TDP2 absorb: blocks human TDP2 phosphodiesterase activity; inhibition, % at 12.8 µM; 0.34% of 370,000 active; recombinant TDP2, T5PNP hydrolysis, p-nitrophenol absorbance 415 nm; O95551;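 active = inhibition above the mean of all tested compounds plus 3 SD, set per campaign, cut at about 25% in these data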;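 note: 0% = DMSO with enzyme and 100% = buffer with substrate but no TDP2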
# Target sequence (O95551 whole entry, looked up): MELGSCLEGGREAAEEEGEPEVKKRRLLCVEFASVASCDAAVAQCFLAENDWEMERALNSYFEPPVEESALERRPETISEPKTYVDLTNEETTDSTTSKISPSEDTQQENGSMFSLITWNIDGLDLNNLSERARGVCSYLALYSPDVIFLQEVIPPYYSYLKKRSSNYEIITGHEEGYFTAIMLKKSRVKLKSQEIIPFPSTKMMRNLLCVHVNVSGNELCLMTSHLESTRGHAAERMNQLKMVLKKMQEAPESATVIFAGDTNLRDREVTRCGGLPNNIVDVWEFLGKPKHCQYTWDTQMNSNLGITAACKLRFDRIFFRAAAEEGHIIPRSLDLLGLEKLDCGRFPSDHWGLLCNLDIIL
#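 Material: recombinant human TDP2; quantity: TDP2 enzyme at 120 nM final; medium: Tris-HCl pH 7.5 with MgCl2; compound: single concentration, 12.8 µM nominal, with 1% DMSO; incubation: 2 h enzyme incubation at 37 °C; signal: epi absorbance; measure: percent inhibition; benchmarks: high control without enzyme, low control DMSO plus TDP2; repeats: singlicate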
# TCR-CD3 inh: inhibitors of human TCR-CD3 interaction; TAMRA-labeled TCR probe fluorescence, biochemical; 0.37% of 360,000 active; inhibition, % at 9.4 µM; in the data active = inhibition above about 19%;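 note: recombinant mutant TCR 2C K166C tagged with TAMRA read by polarization; 0% = receptor in buffer alone and 100% = receptor with positive control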
# SIAE primary: human SIAE inhibition, primary screen; 0.69% of 370,000 active; Q9HAT2; AID 1053197; SIAE FP-Rh probe binding, fluorescence polarization; inhibition, % at 9.66 µM;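 active = inhibition above a cutoff: mean of compounds within the control limits plus 3 SD of those, cut at about 17% in these data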;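 note: 0% = plate median of compound wells and 100% = probe without SIAE protein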
# Tn6 DDE FP: DD(E)-Tn6 binding inhibition, primary FP screen. 0.21% of 370,000 active. inhibition, % at 8.3 µM. P02675. AID 720509. Fibrin DD(E) TRITC-Tn6 fluorescence polarization displacement;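 active = inhibition above a per-campaign cutoff: mean of compounds within control limits plus 3 SD, cut at about 15% in these data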;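 note: 0% = median of all compound wells on the plate and 100% = blocking peptide control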
# proKLK7 act: proKLK7 (human) activation, primary screen | P49862 | purified proKLK7, EDANS-DABCYL substrate fluorescence; 100% is mature enzyme control, 0% vehicle | activation, % at 7 µM | 0.9% of 370,000 active;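 active = activation above the mean of all tested compounds plus 3 SD, computed per campaign excluding outliers beyond control limits, cut at about 13% in these data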
# Target sequence (P49862 whole entry, looked up): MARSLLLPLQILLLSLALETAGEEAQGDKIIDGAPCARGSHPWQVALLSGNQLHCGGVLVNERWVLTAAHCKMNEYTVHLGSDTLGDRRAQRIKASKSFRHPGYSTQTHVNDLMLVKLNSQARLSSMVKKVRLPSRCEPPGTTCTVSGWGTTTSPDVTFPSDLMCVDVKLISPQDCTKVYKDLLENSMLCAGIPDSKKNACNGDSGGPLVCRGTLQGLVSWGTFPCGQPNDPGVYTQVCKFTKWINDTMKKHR
# PRMT1 inh: inhibitors of human PRMT1 | recombinant PRMT1, activity-based probe fluorescence polarization | 1.3% of 370,000 active | Q99873 | AID 652257 | inhibition, % at 2.79 µM;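 active = inhibition above about 21% made by adding two undisclosed values, limit read from the data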
# * hit, by the source's call.
TDP2 absorb | MBD2 inh | proKLK7 act | PRMT1 inh | SIAE primary | Tn7 DDE FP | LEDGF integ inh | Tn6 DDE FP | UHRF1 MBD2 ctr | TCR-CD3 inh | molecule
6 | -2 | 0.3 | -1 | 10 | -3 | -2 | -7 | -2 | -6 | Cc1ccc(C(=O)n2nnc3ccccc32)cc1[N+](=O)[O-]
-26 | 3 | -0.6 | -2 | -1 | -3 | 0 | -2 | 4 | -11 | Cc1ccccc1NC(=O)Cn1nc(C(=O)O)c2ccccc2c1=O
-7 | 1 | -1.0 | -1 | 4 | 4 | 0 | 9 | -1 | 4 | CN(C(=O)c1cc2ccccc2o1)c1c(N)n(Cc2ccccc2)c(=O)[nH]c1=O
1 | 0 | 0.1 | 0 | 4 | -6 | -1 | 6 | -1 | 3 | COc1ccc(C(=O)NC(C)c2cnn(-c3ccccn3)c2C)o1 (centres undefined)
-4 | 44* | -0.1 | -2 | -15 | 6 | 3 | 7 | 0 | 7 | O=C(/C=C/c1ccc(O)c([N+](=O)[O-])c1)c1ccc2ccccc2c1
-3 | -4 | 0.7 | 0 | 3 | -3 | 1 | 7 | 0 | 1 | CC(=O)N1c2ccc(Cl)cc2C2OCCC2C1c1ccco1 (centres undefined)
-2 | 4 | 0.9 | 1 | -7 | 3 | 4 | -4 | 0 | -2 | CCn1c(=O)cc(OCC(=O)NC2CCCCC2)c2ccccc21
-8 | 2 | 0.2 | 4 | -3 | 4 | -8 | -4 | 1 | -9 | COC(=O)C(Cc1ccccc1)NC(=O)C12CC3CC(CC(C3)C1)C2 (centres undefined)
-12 | -2 | -0.5 | 7 | -2 | 2 | -2 | 4 | 7 | -6 | N#Cc1c(SCc2ccccc2)nc(N2CCOCC2)c2c1CCCC2
4 | 0 | -0.1 | 0 | -4 | 9 | -1 | 2 | 0 | 0 | COc1ccc(C(C)(C)C)cc1NC(=O)CCn1[nH]c(=O)ccc1=O
18 | -5 | -0.1 | 1 | 6 | 3 | 2 | 0 | -1 | 8 | COc1ccc(Cl)cc1NC(=O)NN1CCN(C)CC1
5 | 2 | 0.2 | 4 | 0 | -1 | -2 | -5 | -2 | 0 | CCOc1ccc(CN(C)C(=O)CCNC(=O)c2ccco2)cc1

# (list continues)
TDP2 absorb | MBD2 inh | proKLK7 act | PRMT1 inh | SIAE primary | Tn7 DDE FP | LEDGF integ inh | Tn6 DDE FP | UHRF1 MBD2 ctr | TCR-CD3 inh | molecule
4 | -4 | 0.3 | 0 | -2 | -4 | 2 | 10 | 0 | 6 | O=c1ccn(Cc2ccccc2)c(=O)n1Cc1ccccc1
-1 | -1 | 0.3 | -1 | 16 | -2 | 3 | 2 | 0 | -3 | CCOC(=O)CCn1cc(F)c(=O)[nH]c1=O
-19 | 0 | -0.2 | 1 | -5 | -2 | -10 | -13 | 7 | 6 | CN(C)c1ccc(C(C#N)c2ccccc2)nn1 (centres undefined)
16 | 2 | -0.1 | -2 | 3 | 5 | -1 | -2 | -1 | 6 | CC(C(=O)NCCN1CCOCC1)c1ccc([N+](=O)[O-])cc1 (centres undefined)
3 | -3 | 0.2 | 0 | 2 | -7 | 1 | -5 | 0 | 7 | O=C(Nc1cccc(F)c1)c1c(O)c2ccccc2[nH]c1=O
-14 | 6 | 0.0 | 10 | 7 | -1 | 0 | 7 | 3 | -7 | COc1cccc(C(C2C(=O)CC(C)(C)CC2=O)C2C(=O)CC(C)(C)CC2=O)c1
-4 | -2 | 0.7 | 3 | 4 | -3 | -3 | 1 | 0 | 9 | CC1(C(=O)NCc2cccc(Cl)c2)Cc2c(-c3ccc(C(N)=O)cc3)ccnc2O1 (centres undefined)
7 | -5 | -0.1 | 2 | -2 | -6 | -1 | 4 | -1 | 10 | O=C(c1ccco1)N(Cc1cccs1)C1CCS(=O)(=O)C1 (centres undefined)
-12 | -5 | -3.0 | 3 | 3 | -1 | 12 | 2 | -1 | 0 | CC(=O)Oc1c(-c2ccc(Br)o2)oc2ccccc2c1=O
-9 | 1 | -0.7 | 3 | 0 | 6 | 1 | 2 | 2 | -3 | O=C(/C=C/c1cccc(F)c1)NNC(=O)c1ccncc1
-4 | 2 | 0.1 | 2 | -3 | 0 | -2 | -1 | 0 | -5 | CCOC(CCn1c(SCc2ccc([N+](=O)[O-])cc2)nc2ccccc2c1=O)OCC
12 | -5 | 0.3 | 1 | 1 | -2 | -1 | 3 | -1 | 0 | COC(=O)CNC(=O)c1nn(-c2cccc(OC)c2)c(=O)c2ccccc12

# Next compounds
TDP2 absorb | MBD2 inh | proKLK7 act | PRMT1 inh | SIAE primary | Tn7 DDE FP | LEDGF integ inh | Tn6 DDE FP | UHRF1 MBD2 ctr | TCR-CD3 inh | molecule
7 | 0 | -0.2 | 1 | 1 | 12 | 4 | -2 | 13 | 0 | COc1cccc(C(O)c2nc(-c3ccc(N(C)C)cc3)cs2)c1 (centres undefined)
-3 | 1 | 0.2 | 0 | -6 | 2 | -1 | -1 | 5 | -7 | CCCn1c(=O)c(C(=O)NCc2ccc3c(c2)OCO3)c(O)c2ccccc21
-4 | -2 | -0.4 | 6 | -9 | 2 | 1 | -1 | 2 | 3 | COc1ccc(CN2CC(=O)N3[C@H]4c5ccc(OC)cc5OC[C@@H]4[C@H](c4ccccc4)[C@]3(C)C2=O)cc1
8 | -3 | 0.4 | 0 | -5 | -2 | 3 | -1 | -3 | 6 | CCOC(=O)CNC(=S)N(Cc1cccs1)C1CCCC1
6 | 2 | 0.2 | -1 | 8 | -4 | -1 | -7 | 5 | 8 | COc1ccc(-c2[nH]ncc2CN(C)C(C)c2ccncn2)c(F)c1 (centres undefined)
-3 | 7 | 1.1 | -1 | 5 | 0 | 2 | -2 | -1 | 2 | CCN(CC(=O)Nc1ccc2c(c1)OCCO2)C(=O)/C=C/c1cccc(OC)c1OC
-13 | 1 | 0.4 | 2 | -6 | 2 | 3 | -6 | 4 | -7 | CCOc1ccc(S(=O)(=O)N2CCCCCC2)cc1
-3 | -3 | 0.1 | 1 | 1 | -2 | -2 | 3 | -1 | 6 | COCCCNC(=O)CCS(=O)(=O)Cc1ccc(C)cc1
5 | -4 | 0.2 | 1 | -5 | -4 | 5 | 7 | -1 | 7 | Cc1ccc(-c2n[nH]c3c2CCC3)cc1
-9 | 2 | 0.1 | -2 | -1 | -4 | 1 | 9 | -2 | -4 | O/N=C/c1nc2cc(Cl)ccc2o1
-13 | -2 | 0.8 | 1 | 0 | -1 | 2 | 1 | 0 | 5 | O=c1c(-c2ccc(Br)cc2)[n+]([O-])c2ccccc2n1OCc1ccccn1
3 | -6 | 0.5 | 1 | 0 | 0 | 3 | -14 | -2 | -4 | CCN(CC)C(=O)COc1ccc2oc(C)c(C(=O)OC(C)C)c2c1

# Some of the entries so far, as tab-separated lines:
SMILES	TDP2 absorb	MBD2 inh	proKLK7 act	PRMT1 inh	SIAE primary	Tn7 DDE FP	LEDGF integ inh	Tn6 DDE FP	UHRF1 MBD2 ctr	TCR-CD3 inh
COC(=O)CNC(=O)c1nn(-c2cccc(OC)c2)c(=O)c2ccccc12	12	-5	0.3	1	1	-2	-1	3	-1	0
COc1cccc(C(O)c2nc(-c3ccc(N(C)C)cc3)cs2)c1 (centres undefined)	7	0	-0.2	1	1	12	4	-2	13	0
CCCn1c(=O)c(C(=O)NCc2ccc3c(c2)OCO3)c(O)c2ccccc21	-3	1	0.2	0	-6	2	-1	-1	5	-7
COc1ccc(CN2CC(=O)N3[C@H]4c5ccc(OC)cc5OC[C@@H]4[C@H](c4ccccc4)[C@]3(C)C2=O)cc1	-4	-2	-0.4	6	-9	2	1	-1	2	3
CCOC(=O)CNC(=S)N(Cc1cccs1)C1CCCC1	8	-3	0.4	0	-5	-2	3	-1	-3	6
COc1ccc(-c2[nH]ncc2CN(C)C(C)c2ccncn2)c(F)c1 (centres undefined)	6	2	0.2	-1	8	-4	-1	-7	5	8
CCN(CC(=O)Nc1ccc2c(c1)OCCO2)C(=O)/C=C/c1cccc(OC)c1OC	-3	7	1.1	-1	5	0	2	-2	-1	2
CCOc1ccc(S(=O)(=O)N2CCCCCC2)cc1	-13	1	0.4	2	-6	2	3	-6	4	-7
COCCCNC(=O)CCS(=O)(=O)Cc1ccc(C)cc1	-3	-3	0.1	1	1	-2	-2	3	-1	6
Cc1ccc(-c2n[nH]c3c2CCC3)cc1	5	-4	0.2	1	-5	-4	5	7	-1	7
O/N=C/c1nc2cc(Cl)ccc2o1	-9	2	0.1	-2	-1	-4	1	9	-2	-4
O=c1c(-c2ccc(Br)cc2)[n+]([O-])c2ccccc2n1OCc1ccccn1	-13	-2	0.8	1	0	-1	2	1	0	5
CCN(CC)C(=O)COc1ccc2oc(C)c(C(=O)OC(C)C)c2c1	3	-6	0.5	1	0	0	3	-14	-2	-4

# (list continues)
TDP2 absorb | MBD2 inh | proKLK7 act | PRMT1 inh | SIAE primary | Tn7 DDE FP | LEDGF integ inh | Tn6 DDE FP | UHRF1 MBD2 ctr | TCR-CD3 inh | molecule
4 | 3 | 0.2 | -1 | -3 | -1 | 2 | 1 | 1 | 1 | COC(C[C@H](O)[C@@H](C)[C@H](O)COCc1ccccc1)OC
7 | 0 | -0.5 | 0 | 0 | -5 | -3 | -14 | 0 | 1 | O=C(COc1ccc2ccccc2c1Br)N1CCN(c2ccccn2)CC1
8 | 1 | -0.1 | -1 | -1 | 2 | -3 | -2 | 1 | 0 | COc1nccnc1NS(=O)(=O)c1ccc(NCc2ccccc2O)cc1
-4 | 4 | 0.2 | 51* | -5 | 0 | -1 | -11 | 5 | -8 | Cc1ccc(C(=O)Nc2sc(C)c(C)c2C(=O)c2ccccc2)cc1
-11 | 6 | -0.8 | 5 | -2 | 8 | 2 | -6 | 1 | -5 | CCOC(=O)CNC(=O)CSc1ncnc2c1cnn2-c1ccc(OC)cc1
9 | 1 | 0.8 | 1 | 0 | -2 | -4 | 3 | 3 | -1 | Cc1cc(C(=O)COC(=O)c2ccc(N)c([N+](=O)[O-])c2)c(C)n1Cc1ccc2c(c1)OCO2
-4 | 2 | 0.1 | 2 | -1 | 6 | -2 | -6 | 1 | -3 | CCc1ccc(OCc2nnc(SCCN3CCOCC3)n2CC)cc1
-9 | 2 | -0.4 | 0 | -16 | 5 | -4 | 15 | -2 | 6 | O=C(COC(=O)Cc1ccsc1)NC(c1ccccc1)c1ccccc1
2 | 3 | 0.0 | 1 | 5 | 1 | -5 | -3 | 3 | -3 | CCN(CC)S(=O)(=O)c1ccc2c(c1)N(CC(=O)NCCCN1CC(C)CC(C)C1)C(=O)CO2 (centres undefined)
-2 | -4 | 0.2 | -7 | -3 | -1 | 4 | -5 | -2 | 1 | Cc1cccc(C(=O)Oc2ccc3ccc(O)cc3c2)c1
-11 | 1 | -0.4 | 0 | 4 | 3 | -10 | -3 | 1 | -5 | O=C(Nc1ccc(O)cc1)/C(=C\c1ccncc1)NC(=O)c1ccccc1
12 | -3 | -0.5 | -2 | -2 | 6 | -2 | 11 | 0 | 5 | COCC(C)NCc1cc(Br)ccc1OC (centres undefined)
-8 | 1 | 0.1 | -2 | -5 | -1 | 4 | -3 | 2 | 6 | CC(=O)Nc1ccc(C(=O)Cn2nnc3ccccc3c2=O)cc1
